Screening results from PubChem.
PHOSPHO1 block – PHOSPHO1 (human) inhibition; Q8TCT1; recombinant PHOSPHO1, absorbance phosphatase assay; inhibition, % at 13.3 µM; 290,000 compounds, 1.1% hits; AID 1565; in the data active means inhibition above about 60%
Target sequence (Q8TCT1 whole entry, looked up): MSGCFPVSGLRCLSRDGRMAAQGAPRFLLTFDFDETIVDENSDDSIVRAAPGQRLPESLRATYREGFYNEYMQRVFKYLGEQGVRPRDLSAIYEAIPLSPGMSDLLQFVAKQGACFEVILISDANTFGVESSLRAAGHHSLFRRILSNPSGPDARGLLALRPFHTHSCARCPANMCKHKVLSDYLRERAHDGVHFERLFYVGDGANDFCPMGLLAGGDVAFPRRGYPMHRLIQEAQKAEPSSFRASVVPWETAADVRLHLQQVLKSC
MEKK3 PB1 HTS – raises or lowers MEK5 binding to the human MEKK3 PB1 domain. Q99759. bead-based flow cytometry, Alexa488-MEK5 binding to MEKK3; actives lie on both sides; 0 = blocked by unlabeled MEK5, 100 = vehicle. binding response (% of control), % at 10 µM. 290,000 compounds, 1.4% hits;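 active means binding response more than 3 SD above or below the average of its plate-row segment, actives on both sides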;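 further: Alexa488 bead fluorescence after subtracting the streptavidin-only scavenger bead signal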
Target sequence (Q99759 whole entry, looked up, the tested form may be a part): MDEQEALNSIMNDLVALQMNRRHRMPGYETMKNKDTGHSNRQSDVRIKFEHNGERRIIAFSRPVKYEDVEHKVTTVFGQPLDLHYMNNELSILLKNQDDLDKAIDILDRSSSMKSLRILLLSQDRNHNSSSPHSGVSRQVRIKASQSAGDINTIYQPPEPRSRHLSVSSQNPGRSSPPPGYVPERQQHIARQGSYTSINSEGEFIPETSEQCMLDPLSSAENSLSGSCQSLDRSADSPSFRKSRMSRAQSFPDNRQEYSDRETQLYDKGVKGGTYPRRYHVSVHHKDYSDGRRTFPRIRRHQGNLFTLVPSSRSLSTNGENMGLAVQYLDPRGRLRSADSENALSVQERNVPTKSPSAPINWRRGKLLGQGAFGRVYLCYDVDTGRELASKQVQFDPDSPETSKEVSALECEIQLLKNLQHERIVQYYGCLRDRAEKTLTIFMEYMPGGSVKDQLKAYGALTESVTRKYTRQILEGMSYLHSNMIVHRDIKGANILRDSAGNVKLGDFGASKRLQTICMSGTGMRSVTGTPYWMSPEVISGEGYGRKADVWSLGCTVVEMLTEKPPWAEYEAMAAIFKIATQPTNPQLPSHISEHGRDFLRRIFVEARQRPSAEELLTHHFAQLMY
SUMO HTRF inh – inhibitors of human SUMOylation (UBC9) | P63279 | HTRF SUMOylation assay, SAE1/SAE2 + UBC9, in vitro | inhibition, % at 35 µM | 290,000 compounds, 0.36% hits; in the data active means inhibition above about 50%, passing the limit was not always enough; further: strong numbers were not always called active
Target sequence (P63279 whole entry, looked up): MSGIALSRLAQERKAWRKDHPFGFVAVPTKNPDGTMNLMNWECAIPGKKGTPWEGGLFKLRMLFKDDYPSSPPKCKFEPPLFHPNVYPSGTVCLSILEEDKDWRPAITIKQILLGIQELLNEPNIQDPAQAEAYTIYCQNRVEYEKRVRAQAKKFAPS
IMP-1 inh – blocks Pseudomonas aeruginosa IMP-1 metallo-beta-lactamase | purified IMP-1, nitrocefin hydrolysis, epi-absorbance fluorescence | inhibition, % at 5.6 µM | 290,000 compounds, 0.45% hits;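 active means inhibition above the mean plus 3 SD of all compounds in the same screening run, cut at about 4.5% in these data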;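 further: 0% = IMP-1 with DMSO and 100% = DMSO wells lacking enzyme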
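System – purified recombinant IMP-1 beta-lactamase · Input – IMP-1 dispensed at 0.2 nM · Timing – 15 min preincubation plus 25 min reaction at 25 °C · Signal – Epi-absorbance fluorescence, 480 nm excitation, 530 nm emission · Measure – percent IMP-1 inhibition derived from blank-referenced optical density · Controls – Enzyme-plus-DMSO low control, enzyme-free DMSO high control · Replication – singlicate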
HCV NS3 hel inh – HCV NS3 helicase inhibition. NS3 helicase DNA unwinding, Cy5 molecular beacon fluorescence. inhibition, % at 10.9 µM. 290,000 compounds, 0.56% hits. AID 1800;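 active means inhibition above the mean of all tested compounds plus 3 SD, set per campaign, cut at about 35% in these data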;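 further: 0% = DMSO wells and 100% = thioflavine S control wells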
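Assay system – hepatitis C virus NS3 helicase domain fragment enzyme · Buffer or medium – MOPS pH 6.5, MgCl2, DTT, Tween20, BSA · Reagent – Cy5/quencher beacon DNA duplex and ATP to start · Compound – single 10.9 µM dose · Timing – 1 h at 25 °C · Technique – Cy5 beacon fluorescence read at start and 1 h · Measure – % inhibition of unwinding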
p-CIP stab down – lowers stability of the mouse p/CIP coactivator protein; AID 1984; F442A p/CIP-EGFP cells, EGFP fluorescence, 16 h; 290,000 compounds, 0.01% hits; decrease of EGFP signal, % at 10 µM;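 active means EGFP signal decrease of at least 30% at 10 µM or well 3 SD below plate mean, unless failing retest; inactive means the rest, including hits failing retest or dose response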; further: some compounds called inactive have numbers as strong as hits; many of its hits are not listed in these tables
DNA FID counter – fluorescent intercalator displacement, NS3 helicase counter-screen; DNA fluorescent intercalator displacement, fluorescence; inhibition, % at 7.9 µM; 290,000 compounds, 0.17% hits; in the data active means inhibition above about 37%;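 further: 0% = vehicle and 100% = reference compound; higher means more ethidium bromide displaced from hairpin DNA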
VIM-2 inh – inhibitors of Pseudomonas aeruginosa VIM-2 metallo-beta-lactamase. purified VIM-2, nitrocefin hydrolysis, epi-absorbance fluorescence. inhibition, % at 5.6 µM. 290,000 compounds, 0.89% hits;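 active means inhibition above the mean of all tested compounds plus 3 SD, cutoff set per screening run, cut at about 7.5% in these data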;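 further: red hydrolysis product quenches plate fluorescence so inhibitors raise well fluorescence; 0% = enzyme with DMSO and 100% = DMSO without enzyme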
IDE act – activators of human insulin-degrading enzyme in cells. AID 493087. 340,000 compounds, 0.073% hits. HEK cells, FAbeta-B cleavage, fluorescence polarization; 0% vehicle, 100% cell-free pure enzyme wells. activation, % at 5.96 µM;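 active means activation above the mean of all tested compounds plus 3 SD, set per screening campaign, cut at about 17% in these data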
* hit, by the source's call; · = not tested or not shown. Not all compounds are listed; the hit share may differ from the screen's.

Results follow in this order: PHOSPHO1 block	VIM-2 inh	HCV NS3 hel inh	IMP-1 inh	IDE act	p-CIP stab down	SUMO HTRF inh	MEKK3 PB1 HTS	DNA FID counter
> COc1ccc(/C=C/C(=O)OCC(=O)Nc2ccc(N3CCOCC3)cc2)cc1
 : 1	-3.1	5	-3.0	3	2	12	117	-19
> COc1ccc(NC(=O)C(c2ccccc2)c2ccccc2)cn1
 : 58	-2.3	3	-3.4	-3	1	3	102	-4
> Fc1ccc(Br)cc1C1C=C(c2ccc(Br)cc2)Nc2ncnn21 (stereo not given)
 : 6	1.0	7	2.0	-14	18	23	103	-3
> Cc1ccc(CC(=O)NCCc2ccc(S(N)(=O)=O)cc2)cc1
 : 20	-2.9	3	-1.7	-1	-8	-2	104	-2
> NC(=O)C1(N2CCCCC2)CCN(C(=S)Nc2ccc(Cl)cc2)CC1
 : -120	-2.7	-2	-2.2	1	-9	12	96	-1
> Cc1ccc2nsnc2c1S(=O)(=O)NC1CC1
 : 2	-2.5	-2	-3.0	1	6	-5	104	3
> COc1cccc(NC(=O)/C=C/c2ccccc2[N+](=O)[O-])c1
 : -1	-4.5	-7	-3.6	1	-14	-5	100	2
> CCOc1ccc(C(C)C)cc1S(=O)(=O)n1ccnc1C
 : 25	-2.7	18	-2.1	7	-7	3	100	-24
> CC(C)(C)c1ccc(C(=O)Nc2ccc(C(=O)N3CCOCC3)cc2)cc1
 : 22	0.1	-6	-2.6	2	-3	8	94	-37
> N#CCc1ccc(C(=O)c2ccccc2)s1
 : 2	-1.7	10	-0.9	4	-16	15	95	-6
> O=C(NC1CCN(Cc2ccccc2Cl)CC1)c1ccccc1
 : ·	-0.7	-3	-0.5	4	-1	14	103	-2
> O=C1N=C(N2CCN(c3ccccc3)CC2)SC1Cc1ccccc1 (stereo not given)
 : 9	0.9	-1	-0.7	5	-4	7	102	-32
> COc1ccc(C)cc1S(=O)(=O)N1CCN(c2ccccc2)CC1
 : 3	1.0	5	-1.3	-1	-7	-1	106	-27
> O=C(COC(=O)c1ccc(NS(=O)(=O)c2cccs2)cc1)Nc1nc2c(F)c(F)c(F)cc2s1
 : 47	-3.8	4	-2.2	7	-10	80*	100	-1
> CC(C)C(=O)Nc1ccc(NC(=O)c2cccs2)cn1
 : 3	-7.1	-13	-2.7	7	-12	-4	95	3
> CCN(CC)S(=O)(=O)c1ccc2[nH]cc(C(=O)NCCC3=CCCCC3)c(=O)c2c1
 : -25	-3.9	-10	-5.2	3	-12	-33	98	-3
> CSc1nc(NC(C)=O)nc(C)c1Cl
 : 22	-3.8	1	-5.7	-2	4	9	·	1
> COC(=O)CC1C(=O)NCCN1C(=O)CSc1nc2ccc([N+](=O)[O-])cc2s1 (stereo not given)
 : 16	-1.0	1	-1.8	-2	10	6	103	4
> Cc1c(Oc2ccc(C(F)(F)F)cc2[N+](=O)[O-])ccc2c3c(c(=O)oc12)CCC3
 : -9	-1.1	-1	-1.7	7	0	-6	95	2
> O=C(NCc1ccc(Cl)s1)c1cc(COc2c(F)cccc2F)on1
 : 48	1.1	5	-1.1	-2	-3	-1	101	-8

(listing goes on)
Results follow in this order: PHOSPHO1 block	VIM-2 inh	HCV NS3 hel inh	IMP-1 inh	IDE act	p-CIP stab down	SUMO HTRF inh	MEKK3 PB1 HTS	DNA FID counter
> CCc1ccc(-c2cc(C(=O)O)c3ccccc3n2)s1
 : 46	0.4	19	-3.3	1	-6	45	103	-8
> O=C(O)c1ccc(S(=O)(=O)NCc2ccc3c(c2)OCO3)cc1
 : 25	0.4	-9	0.7	6	1	6	104	3
> Cc1ccc2[nH]c(=O)c(-c3noc(C(C)C)n3)cc2c1
 : -18	2.5	-2	1.6	-4	-9	4	107	-13
> O=C(/C=C/Nc1ccc([N+](=O)[O-])cc1Br)c1cccc2ccccc12
 : -3	-0.9	1	-3.0	3	6	5	95	3
> CC1(C)CC(=O)C2=C(C1)NC(SCC(=O)Nc1ccccc1)=C(C#N)C21CCCCC1
 : 3	-4.7	-8	-1.9	-1	-1	10	98	-1
> O=S(=O)(NCCC1=CCCCC1)c1cccc2nsnc12
 : 6	0.5	3	-0.5	7	-4	-5	96	-18
> Cc1ccc(-c2csc3nc(C)n(-n4cccc4)c(=O)c23)o1
 : 3	-7.5	9	-2.0	-2	-12	22	102	-1
> CC1CCCCN1CCNC(=O)C1CCCN(c2ncnc3c2nc2n3CCCCC2)C1 (stereo not given)
 : 32	5.7	-12	-1.6	8	1	6	99	3
> Nc1nonc1-c1nc2ccccc2[nH]1
 : -1	0.4	0	-2.0	6	6	25	101	1
> Cc1cc(C)n(CC(=O)n2c3c(c4ccccc42)CCCC3)n1
 : 25	10*	-4	-0.6	5	24	-3	104	-14
> CCN(CC)S(=O)(=O)c1cc([N+](=O)[O-])ccc1NNC(=O)Nc1ccc(F)cc1
 : 35	-0.4	0	-5.7	0	0	11	100	-1
> CCCS(=O)(=O)N1CCCC(C(=O)N2CCC(Cc3ccccc3)CC2)C1 (stereo not given)
 : 14	-2.4	7	-0.3	-3	5	-3	98	-39
> COc1ccc(OC(C)C(=O)NC2CCCCCCC2)cc1 (stereo not given)
 : 25	-1.5	-4	-3.6	4	-12	10	102	-35
> CCOC(=O)C(C(=O)NCc1ccc(F)cc1)c1ncc(C(F)(F)F)cc1Cl (stereo not given)
 : 23	-1.3	3	-2.4	6	-2	17	97	-11
> O=C(CSC1CC(=O)N(CCc2ccccc2)C1=O)Nc1cccc(Cl)c1 (stereo not given)
 : 18	-2.1	-2	-2.0	-4	-18	13	105	-8
> COc1ccc(NC(=O)c2cc3ccccn3n2)cc1
 : -1	1.3	1	-2.7	14	-2	20	98	-8
> CC(=O)NC1(C(F)(F)F)C(=O)NC(C)=C1C#N (stereo not given)
 : 23	-2.4	1	-3.3	-7	-4	-14	105	-2
> CC(=O)Nc1cccc(NC(=O)CS(=O)(=O)c2cn(CC(=O)N3CCCC3)c3ccccc23)c1
 : 12	-3.8	4	-3.5	-2	7	9	106	-15
> O=C1CC(c2ccccc2)CC(O)=C1C=NC1CCCCCC1 (stereo not given)
 : -5	-1.2	-5	-2.2	2	-4	-5	104	-25
> O=C1[C@@H]2Cc3c([nH]c4ccccc34)C(c3ccc(Cl)cc3)N2C(=O)CN1CCO (stereo not given in full)
 : 3	-1.3	-14	-3.7	1	3	1	106	-18

(list continues)
Results follow in this order: PHOSPHO1 block	VIM-2 inh	HCV NS3 hel inh	IMP-1 inh	IDE act	p-CIP stab down	SUMO HTRF inh	MEKK3 PB1 HTS	DNA FID counter
> C/C(=C\c1cccc(Cl)c1Cl)C(=O)c1c(C)cc(C)[nH]c1=O
 : 40	-1.8	2	-2.7	-3	-6	-1	104	-34
> COCCCNC(=O)Cc1ccccc1OC
 : 3	-1.4	-1	-2.6	6	-9	1	100	-2
> O=C(OC1CCCCC1=O)c1cccc(S(=O)(=O)NCc2ccccc2)c1 (stereo not given)
 : 17	-2.1	4	0.1	4	-9	30	99	-14
> O=S(=O)(c1ccccc1)n1ccc2cccnc21
 : 27	-2.2	-7	-0.2	-5	-12	19	105	2
> COc1ccccc1-n1c(=O)[nH]c2c(C(N)=O)nc(-c3cccnc3)nc21
 : -5	·	·	·	1	-28	-4	99	·
> Cc1ccc(C(=O)c2coc3ccc(O)c(CN4CCN(C)CC4)c23)cc1
 : -6	-0.9	-12	-0.1	-2	-10	16	101	21
> CCOC(=O)c1ccccc1NC(=O)CSc1nncn1C
 : 20	-1.1	4	-1.7	4	18	0	90	-1
> CC(=O)C1=C(O)C(=O)N(c2ccccn2)C1c1ccc(C)cc1 (stereo not given)
 : ·	-4.8	-4	-3.6	0	-19	14	108	-8
> CCOC(=O)C1=C(C)NC(=O)NC1c1ccc(-c2ccccc2F)o1 (stereo not given)
 : 11	-2.2	5	-1.1	-1	-7	10	112	-18
> O=C(CCl)Nc1ccc(-c2ccccc2)cc1
 : 19	-1.5	-15	-1.0	-1	-2	5	99	-3
> Cc1ccc(NC(=O)COC(=O)Cn2cnc3ccccc32)c([N+](=O)[O-])c1
 : 20	-1.0	-3	-0.6	4	-8	18	104	-1
> Cn1c(=O)c2c(nc(Br)n2CCc2ccccc2)n(C)c1=O
 : 14	0.0	2	-0.1	2	-20	18	101	-1
> CCS/C(N)=N/N=C/c1cc(C)ccc1O
 : 10	-6.4	-4	-2.9	-3	5	27	101	1
> O=C(COc1cccc(NC(=O)c2cccs2)c1)c1ccc(F)cc1
 : 11	-1.9	1	-2.1	0	7	3	138*	-6
> CC12CCC(C(=O)Nc3ccc(Cl)cc3)([C@H](Br)C1=O)C2(C)C (stereo not given in full)
 : 32	1.0	1	0.2	·	-2	7	100	-9
> COc1ccc(C(c2sc3ncnn3c2O)N2CC(C)OC(C)C2)cc1OC (stereo not given)
 : 0	-7.9	-3	-5.8	3	-7	16	108	-17
> CN(C)S(=O)(=O)c1cccc(NC(=S)NCCCn2ccnc2)c1
 : 24	-1.4	-5	-3.4	7	1	23	108	3
> O=C(CC1S/C(=N/N=C/c2c[nH]c3ccc(OCc4ccccc4)cc23)NC1=O)Nc1ccccc1 (stereo not given)
 : -5	-7.7	8	-2.7	4	-3	37	103	5
> COc1ccc(/C=C2\CCCC3C2=NN(C(=O)CSc2n[nH]c(N)n2)C3c2ccc(OC)cc2)cc1 (stereo not given)
 : 53	-3.2	-7	-3.8	1	0	1	105	-42
> O=c1c(Cl)c(Cl)cnn1Cc1nnc(-c2ccc(Cl)cc2)o1
 : -27	-1.5	22	-1.4	0	-26	14	96	-15

Single records, from the list above. Order of screens: PHOSPHO1 block	VIM-2 inh	HCV NS3 hel inh	IMP-1 inh	IDE act	p-CIP stab down	SUMO HTRF inh	MEKK3 PB1 HTS	DNA FID counter
`COc1ccc(C(c2sc3ncnn3c2O)N2CC(C)OC(C)C2)cc1OC` (stereo not given) is entered as 0	-7.9	-3	-5.8	3	-7	16	108	-17
`Cc1ccc(C(=O)c2coc3ccc(O)c(CN4CCN(C)CC4)c23)cc1` is entered as -6	-0.9	-12	-0.1	-2	-10	16	101	21
`CCOC(=O)c1ccccc1NC(=O)CSc1nncn1C` is entered as 20	-1.1	4	-1.7	4	18	0	90	-1

The list goes on:
Results follow in this order: PHOSPHO1 block	VIM-2 inh	HCV NS3 hel inh	IMP-1 inh	IDE act	p-CIP stab down	SUMO HTRF inh	MEKK3 PB1 HTS	DNA FID counter
> CN1CCN(CC(=O)NN2CC(=O)N(c3ccc(F)cc3)CC2=O)CC1
 : -10	-2.9	-4	-2.1	-2	-4	0	100	3
> CCOC(=O)NC(=O)CSc1nc2ccc(C)cc2[nH]1
 : 0	-1.9	-10	-4.9	4	12	5	98	-3
> CCOC(=O)c1cncc(C(=O)O)c1
 : 38	-0.1	7	-1.4	4	-1	19	92	6
> O=S(=O)(Nc1nc2c(s1)CCCC2)c1ccc2ccccc2c1
 : 10	-4.8	-10	-5.1	-1	-17	30	108	-21
> CCOc1ccc(N(C)C(=O)CCc2nnc3ccc(NCc4ccco4)nn23)cc1
 : 32	-2.4	-3	-1.8	2	-6	12	101	-42
> CC(C)(C)CC(=O)NCc1ccc(F)cc1
 : 5	1.4	12	-0.2	-1	4	-3	102	6
> O=C(c1nc2ccccc2[nH]1)c1ccccc1[N+](=O)[O-]
 : 47	-1.2	-1	-2.0	2	-1	3	91	-1
